# From PubChem BioAssay
# MCF10A rereplic – inducers of DNA re-replication in MCF 10A breast cells; MCF 10A DNA re-replication, Hoechst nuclear intensity, 48 h; Potency, µM (top dose mostly 46.1 µM), inactives show at the highest dose activity, positive = re-replication, actives largely listed as activators; actives 2.9% (n = 350,000); also: % of control where 0% means no effect; nearly all actives have a fitted effect of over 50% in size
# HepG2 tox – HepG2 cytotoxicity, counter-screen for TGF-b inhibitors | HepG2 CAGA-GFP viability, ATP luminescence, 18 h | Potency, µM (top dose mostly 46.1 µM), without a hit: at the top dose activity change, negative = cytotoxicity, usual class: cytotoxic | actives 0.76% (n = 410,000); also: some results filed as inactive show a strong effect at the top dose
#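 HepG2 CAGA-GFP cells (1000/well, DMEM with 1% FBS) received compound, then TGF-beta at 500 pg/mL final, and were incubated 18 hours at 37 degrees C. Viability was read by CellTiter-Glo luminescence. Media-only wells were set as complete cell-killing and DMSO as no toxicity.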
# ATXN2 expr inh – ATXN2 expression inhibition | HEK-293 ATXN2-luciferase reporter, luminescence, 24 h | Potency, µM (series often up to 57 µM), without a hit: at the top dose activity change, negative = inhibition, actives largely listed as inhibitors | actives 0.72% (n = 360,000); also: % is scaled to controls: 0 for no effect and ±100 for the full control effect; nearly all actives have a fitted effect of over 55% in size
#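 qHTS (up to 57 uM final) was run with 24 h compound exposure of reporter cells at 37 °C. Each well was multiplexed: SteadyGlo luminescence measured ATXN2-luciferase expression after a fluorogenic Gly-Phe-AFC viability readout (25 uM final).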
# EPAC2 antag – EPAC2 (human) antagonism; EPAC2 GEF exchange of Rap1B-BODIPY-GDP, fluorescence; Potency, µM (highest dose often 114 µM), inactives show at the highest dose activity, negative = inhibition, hits mostly inhibitors; actives 0.18% (n = 360,000); AID 720708; also: % is scaled to controls: 0 for no effect and ±100 for the full control effect; nearly all actives have a fitted effect of over 45% in size; many of its hits are not listed in these tables
# Target sequence (Q8WZA2 whole entry, looked up): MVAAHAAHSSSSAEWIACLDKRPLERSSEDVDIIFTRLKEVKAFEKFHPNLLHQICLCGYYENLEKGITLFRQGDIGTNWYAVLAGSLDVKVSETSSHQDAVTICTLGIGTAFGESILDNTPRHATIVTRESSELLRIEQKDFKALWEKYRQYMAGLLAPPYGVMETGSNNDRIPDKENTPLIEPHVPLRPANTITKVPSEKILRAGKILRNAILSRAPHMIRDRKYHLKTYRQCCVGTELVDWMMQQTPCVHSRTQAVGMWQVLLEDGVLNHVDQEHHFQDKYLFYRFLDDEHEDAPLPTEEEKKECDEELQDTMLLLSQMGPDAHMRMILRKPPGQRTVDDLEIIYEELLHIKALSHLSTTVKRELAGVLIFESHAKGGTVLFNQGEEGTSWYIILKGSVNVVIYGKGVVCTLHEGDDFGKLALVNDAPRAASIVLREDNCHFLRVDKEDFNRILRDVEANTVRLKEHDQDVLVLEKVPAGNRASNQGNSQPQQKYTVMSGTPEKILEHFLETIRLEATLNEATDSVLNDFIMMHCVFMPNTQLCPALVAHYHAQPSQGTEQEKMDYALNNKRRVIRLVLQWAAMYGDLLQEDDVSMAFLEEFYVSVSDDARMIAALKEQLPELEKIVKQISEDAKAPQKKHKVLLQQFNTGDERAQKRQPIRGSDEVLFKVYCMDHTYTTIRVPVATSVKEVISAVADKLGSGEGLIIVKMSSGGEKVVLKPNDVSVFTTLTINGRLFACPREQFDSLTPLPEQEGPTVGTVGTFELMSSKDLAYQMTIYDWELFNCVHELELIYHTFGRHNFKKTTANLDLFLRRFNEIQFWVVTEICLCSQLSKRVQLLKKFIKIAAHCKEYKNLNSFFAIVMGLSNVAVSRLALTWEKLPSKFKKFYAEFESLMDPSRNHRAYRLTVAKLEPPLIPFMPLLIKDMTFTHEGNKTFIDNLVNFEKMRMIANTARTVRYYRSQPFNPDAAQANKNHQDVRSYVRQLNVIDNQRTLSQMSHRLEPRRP
# S2 tox – viability counter-screen for ATXN expression inhibitors; S2 cells (HEK-293 line with an ATXN2-luciferase reporter) viability, CellTiter-Fluor protease fluorescence, 24 h; Potency, µM (top dose mostly 56.7 µM), most hits filed as cytotoxic; actives 0.49% (n = 400,000); also: nearly all actives have a fitted effect of over 40% in size
# Nrf2 activator – Nrf2 pathway activation; Potency, µM (series often up to 46.1 µM), for inactives: at the highest dose activation, usual class: activators; actives 0.31% (n = 410,000); AREc32 ARE-luciferase reporter (MCF7-derived line), luminescence, 24 h; also: % of control where 0% means no effect; nearly all actives have a fitted effect of over 65% in size
#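 Each well held 1000 AREc32 cells, which were incubated with compound for 24 hr at 37 deg C after overnight attachment, and ARE reporter activity was quantified by firefly luciferase luminescence.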
# Nrf2 block – blocks Nrf2 signaling; A549 ARE-Fluc reporter, luciferase luminescence, 18-24 h; Potency, µM (doses to about 46 µM), without a hit: at the top dose activity change, negative = inhibition, actives largely listed as inhibitors; actives 2.1% (n = 360,000); AID 504444; also: % is scaled to controls: 0 for no effect and ±100 for the full control effect; nearly all actives have a fitted effect of over 60% in size
#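 Nrf2 activity is the BugLite luminescence, read 15 min after reagent at room temperature, following CellTiter-Fluor cytotoxicity readout (30 min, 37C). Compound titrations were applied for 18-24 h to 5000 A549 ARE_Fluc cells/well in 5% FBS OPTI-MEM.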
# TGFb SMAD3 inh – blocks TGF-b signaling | AID 588855 | Potency, µM (titrated, usually from 46.1 µM), without a hit: at the highest dose activity, negative = inhibition, hits mostly inhibitors | actives 1.2% (n = 410,000) | HepG2 CAGA-GFP TGF-b/SMAD3 reporter, GFP fluorescence, 18 h; TGF-beta stimulated, 500 pg/mL final; also: % is scaled to controls: 0 for no effect and ±100 for the full control effect; nearly all actives have a fitted effect of over 65% in size
#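 TGF-beta reporter screen: HEPG2 CAGA-GFP, 1% FBS, 500 pg/mL TGF-beta final, 18 h; per-cell GFP summed per well; curves fitted and categorized by class.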
# A549 tox – kills or reduces viability of A549 cells in Nrf2 counter-screen. actives 0.16% (n = 390,000). A549 ARE-Fluc cells, CellTiter-Fluor viability, 18-24 h. Potency, µM (highest dose often 46 µM), for the others: top-dose activity change, negative = cytotoxicity, actives largely listed as inhibitors; also: % is scaled to controls: 0 for no effect and ±100 for the full control effect
#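 A549 ARE-Fluc cells in 5% FBS OPTI-MEM, 5000 cells/well, rested 2 h then exposed to compounds in concentration-response for 18-24 h at 37 °C. Viability by CellTiter-Fluor fluorescence (Ex 405/Em 525) after 30 min; luciferase luminescence (BugLite, 15 min, RT) read afterwards.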
# Numbers without * were called inactive; i = inactive; ? = inconclusive; . = no result given; [ ] = another dose, or the depositor's remark. Calls follow the shape of the dose curve; as a rule, active = well fitted curve in the direction sought with a large enough effect; inconclusive = small, poorly fitted or top-dose-only effect, or another doubt; inactive = no such curve, though single readings can be large; an effect the other way counts as inactive or inconclusive. Potency is read from the fitted curve at half-maximal effect. Only part of the results is shown; count on the stated rates, not on these rows.
structure,MCF10A rereplic,HepG2 tox,ATXN2 expr inh,EPAC2 antag,S2 tox,Nrf2 activator,Nrf2 block,TGFb SMAD3 inh,A549 tox
C=CCNC(=O)CSc1nnc(-c2ccccn2)n1Cc1ccccc1,-3%,-1%,.,-9%,?,0.2%,-19%,-1%,2%
Cc1cc(-c2nnc(-c3cccc(Cl)c3)o2)no1,0%,6%,39%[activator],-1%,i,?,?,18%,9%
O=C1c2oc3ccccc3c(=O)c2C(c2cccc(F)c2)N1CCCO (stereo not drawn),-4%,0%,4%,-5%,i,-0.4%,.,15%,1%
C[C@H](CO)N1C[C@H](C)[C@H](CN(C)Cc2ccc(Oc3ccccc3)cc2)Oc2cc(Br)ccc2S1(=O)=O,.,-94%,9%,-22%,?,-2.2%,.,?,.
CCc1cccc2c(C(=O)CSc3nnc(-c4ccoc4C)n3C)c[nH]c12,-22%,-18%,-8%,14%,i,-0.4%,.,-27%,0%
CCN(CC)S(=O)(=O)c1cccc(C(=O)N/N=C/c2ccc([N+](=O)[O-])o2)c1,?,-35%,-39%,-2%,i,21%,?,?,-6%
CCN(CC(=O)Nc1cccc(OC)c1)CC(=O)Nc1cccc2ccccc12,1%,-5%,-23%,2%,?,1.4%,0%,-1%,-6%
S=C(NCCCN1CCOCC1)NN=C1c2ccccc2-c2ccccc21,.,-26%,.,-5%,?,12%,.,?,.
CC(C)c1ccc(CN2C(=O)NC3(CCCCCC3)C2=O)cc1,5%,-4%,-17%,-9%,i,1.8%,?,-1%,0%
CCOC(=O)c1cc2c(=O)n3ccccc3nc2n(CC2CCCO2)c1=NC(=O)c1ccc(F)cc1 (stereo not drawn),.,-1%,14%,.,i,-1.0%,-10%[9.27 µM],-6%,0%
CC(C)[C@H](NC(=O)OCc1ccccc1)C(=O)OCC(=O)NCCc1ccccc1,-1%,-1%,-6%,-11%,i,0.6%,7%,0%,4%
COc1cccc(NC(=O)c2nn(-c3ccc(C)cc3)c(=O)n(C)c2=O)c1,.,5%,6%,.,i,4.7%,.,14%,0%
O=C(CSc1nccn1-c1ccccc1)NO,5%,0%,4%,0%,i,-0.4%,12%,-11%,-3%
CNC(=S)NC1CC2CCCC(C1)N2Cc1ccccc1OC (stereo not drawn),10%,1%,-14%,-3%,i,0.0%,3%,8%,1%
COc1ccc2c(c1)C1OCCC1C(c1ccco1)N2 (stereo not drawn),?,-57%,-32%,-23%,i,17%,?,3%,4%
CC(C)Oc1ccc(CNC(=O)c2cccc(NC(=O)N3CCSc4ncccc43)c2)cc1,.,-4%,.,.,.,3.3%,23µM*,0%,4%
Cc1cccc(NC(=O)CCN2C(=O)C3C4C=CC(C4)C3C2=O)c1 (stereo not drawn),-6%,2%,8%,-3%,i,-0.2%,-7%,1%,2%
Cc1ccc(CNC(=O)Cn2c(=O)n(Cc3ccccc3)c(=O)c3c2c2cc(C)ccc2n3C)cc1,.,3%,9%,.,i,-1.2%,29%,1%,5%
O=C(NC(=S)NCCO)c1sc2ccccc2c1Cl,23%,-24%,.,3%,i,?,14%,?,-7%
COc1cccc(C2CC(c3cccs3)=NN2S(C)(=O)=O)c1 (stereo not drawn),4%,4%,21%,-1%,i,-0.1%,?,3%,-3%
COc1cccc(CNC(=O)c2cc(S(=O)(=O)N3CCCCC3)cn2C)c1,.,-12%,11%,.,i,-0.2%,.,4%,6%
CN(C)c1ccnc2sc3c(SCc4ccc(Cl)cc4)ncnc3c12,9%,3%,28%,12%,i,15%,15%,0%,2%
CCC/C=C/c1ccc(CN2C(C(C)C)C(=O)N(Cc3cn(CCOCOC)nn3)CCS2(=O)=O)cc1 (stereo not drawn),.,0%,9%,-4%,i,-1.1%,.,-8%,.
CCC(Sc1ncccc1C(=O)OC(C)C)C(=O)N1CCOCC1 (stereo not drawn),-12%,5%,-1%,-3%,i,-1.3%,.,5%,5%
COc1ccccc1OC(C)C(=O)N1CCN(Cc2ccc3c(c2)OCO3)CC1 (stereo not drawn),2%,3%,-13%,1%,i,-0.1%,-4%,9%,1%
Cc1cccc2cc(C#N)c(SCC(=O)NCC3CCCO3)nc12 (stereo not drawn),27%,-2%,-17%,-3%,i,0.3%,10%,-13%,-10%
CCCCn1c(/N=C/c2cc(OC)ccc2O)nc2ccccc21,-21%,5%,11%,4%,i,0.6%,-7%,0%,1%
CC(=O)c1ccc(N=Nc2c(C)[nH]n(-c3ccccc3)c2=O)cc1,3%,2%,.,-4%,i,5.4%,?,4%,?
CCOC(=O)c1cc2ccccc2n1C1CCN(CCc2ccccc2)CC1,.,.,-34%,-10%,?,12%,.,.,.
O=c1[nH]c(/C=C\c2cccs2)nc(O)c1[N+](=O)[O-],-25%,-3%,-20%,2%,?,-0.6%,2%,-25%,?
COc1ccc(C(=O)NC2CCN(C(=S)Nc3ccccc3)CC2)cc1,4%,11%,-15%,2%,?,-0.1%,0%,23%,-11%
CCOc1cc([N+](=O)[O-])cc(/C=N/NC(=O)c2c(-c3ccccc3)noc2C)c1O,15%,-32%,?,-14%,i,-1.0%,12%,?,-6%
COc1cccc(NC(=O)CSC2=Nc3ccccc3C3=NC(CC(=O)NCc4ccc5c(c4)OCO5)C(=O)N23)c1 (stereo not drawn),.,-80%,-1%,.,i,3.4%,.,?,-1%
CCCCN1C(=O)C(CC(=O)NC(c2ccccc2)c2ccccc2)CC(C(=O)N2CCCCCC2)=C1C (stereo not drawn),.,.,-30%,1%,?,3.1%,.,.,.
COc1ccccc1NC(=O)c1nc(SCc2ccc(F)cc2)ncc1Cl,.,-16%,.,.,.,0.4%,6%,-1%,2%
CC1(C(=O)NS(=O)(=O)c2ccc3ccccc3c2)CCN1C(=O)Cc1ccc(-c2ccccc2)cc1 (stereo not drawn),.,-25%,4%,-6%,i,0.0%,.,-1%,.
CC(C)(CO)NC(=S)NCc1ccco1,0%,-14%,0%,-15%,i,-0.2%,1%,-9%,5%
COC(CNC(=O)c1ccc2c(c1)ncn2-c1cccc(F)c1)OC,1%,-6%,5%,7%,i,0.1%,-11%,?,-2%
COc1cccc(-n2c(SCC(=O)Nc3ccc4c(c3)CCC4)nc3ccccc3c2=O)c1,25%,-4%,-13%,4%,?,-0.1%,?,-23%,-16%
CC1C(O)=C(c2ccccc2)P(=O)(Cc2ccccc2)C1C (stereo not drawn),.,.,12%,3%,i,0.3%,.,.,.
COc1cccc(CC(=O)OC(C)C(=O)Nc2ccc(Cl)cn2)c1 (stereo not drawn),0%,0%,3%,-1%,i,-0.1%,1%,1%,6%
COc1ccccc1OCCNC(=O)c1cccc(S(=O)(=O)N2CCN(C)CC2)c1,-1%,0%,-2%,7%,i,0.0%,3%,-8%,14%
O=C(NCC(c1ccco1)N1CCCC1)c1cccc(NS(=O)(=O)c2ccccc2)c1 (stereo not drawn),12%,3%,-2%,2%,i,2.7%,?,12%,0%
CCn1nc(C)c(NC(=O)CCSc2nc(-c3ccco3)cc(C(F)(F)F)n2)c1C,11%,-21%,-22%,-1%,i,0.1%,?,-20%,-8%
O=C(c1cn2ccccc2n1)N1CCc2c([nH]c3ccccc23)C1c1ccccn1 (stereo not drawn),11%,-3%,-18%[11.3 µM],2%,i,2.2%,19%,-10%,3%

# Shown with two lines to a compound: part of the list above
# Each structure is followed by: MCF10A rereplic	HepG2 tox	ATXN2 expr inh	EPAC2 antag	S2 tox	Nrf2 activator	Nrf2 block	TGFb SMAD3 inh	A549 tox
> CC1(C(=O)NS(=O)(=O)c2ccc3ccccc3c2)CCN1C(=O)Cc1ccc(-c2ccccc2)cc1 (stereo not drawn)
    .	-25%	4%	-6%	i	0.0%	.	-1%	.
> O=C(c1cn2ccccc2n1)N1CCc2c([nH]c3ccccc23)C1c1ccccn1 (stereo not drawn)
    11%	-3%	-18%[11.3 µM]	2%	i	2.2%	19%	-10%	3%
> COc1ccccc1OCCNC(=O)c1cccc(S(=O)(=O)N2CCN(C)CC2)c1
    -1%	0%	-2%	7%	i	0.0%	3%	-8%	14%
> COc1ccc(C(=O)NC2CCN(C(=S)Nc3ccccc3)CC2)cc1
    4%	11%	-15%	2%	?	-0.1%	0%	23%	-11%
> COC(CNC(=O)c1ccc2c(c1)ncn2-c1cccc(F)c1)OC
    1%	-6%	5%	7%	i	0.1%	-11%	?	-2%

# Next part.
structure,MCF10A rereplic,HepG2 tox,ATXN2 expr inh,EPAC2 antag,S2 tox,Nrf2 activator,Nrf2 block,TGFb SMAD3 inh,A549 tox
CCCC(C(=O)Nc1ccc(S(=O)(=O)N2CCCC2)cc1)c1ccccc1 (stereo not drawn),19%,-34%,6%,-15%,?,3.2%,9%,?,-15%
O=C(CSc1nnc(-c2ccccc2O)n1-c1ccccc1)Nc1cccc(C(=O)O)c1,0%,-1%,2%,4%,i,-0.6%,0%,1%,-12%
COc1ccc(-c2noc(COc3cc(C)ccc3C)n2)cc1OC,.,-2%,-21%,.,i,-0.7%,-5%,-23%,7%
Cc1noc(C)c1COC(=O)CNC(=O)c1ccc(Cl)cc1,0%,9%,2%,1%,i,-0.5%,7%,7%,-4%
COc1ccc(C(=O)CSc2nnc(-c3cc(C)cc(C)c3)o2)cc1,?,5%,1%,8%,i,-0.9%,?,1%,-6%
CC(=O)Nc1ccc2c(c1)nc(CCNC(=O)c1ccccc1)n2C,-5%,7%,-29%,10%,?,-0.2%,8%,?,-5%
CC(C)C[C@H](NC(=O)c1[nH]cnc1C(=O)N[C@@H](C)C(=O)OCc1ccccc1)C(=O)OCc1ccccc1,9%,-19%,-1%,-28%,?,-1.2%,5%,?,2%
N#C/C(=C\C1=C(N2CCOCC2)C(=C\c2ccc(Cl)cc2)/CC1)C(=O)Nc1ccccc1F,-1%,1%,-3%,-2%,i,-0.4%,10%,-28%,-14%
COc1ccc(CC(=O)Nc2ccc3nc(C)sc3c2)cc1OC,-29%,13%,-30%[11.3 µM],15%,i,0.0%,24%,-5%,2%
c1ccc(Oc2ccc(-c3ccnc4ncnn34)cc2)cc1,0%,6%,7%,-1%,i,6.5%,-11%,-3%,-12%
